Source: PubChem BioAssay
TRPC6 inhibitor = blocks the mouse TRPC6 cation channel | HEK293-TRPC6, membrane potential dye, ACh-evoked depolarization; stronger effect = lower value | B-score at 10 µM | 310,000 compounds, 1.1% hits | AID 2553;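 active = B-score under library mean minus 3 SD, initial fluorescence not abnormally high, positive integrated signal ratio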;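 also: B-score derived from integrated fluorescence ratio over the kinetic read; more negative B-score means stronger inhibition of depolarization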
MrgX1 allo act = allosterically activates human MrgX1 receptor signaling; MrgX1-HEK293, Fluo-4 calcium flux, FDSS; stronger effect = higher value; 310,000 compounds, 0.63% hits; AID 588675; B-score at 10 µM; Q96LB2;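 active = plate-corrected calcium response at least 3 library SD above typical, normal starting fluorescence, not activating the receptor alone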;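 also: compound read alongside a low EC10 to EC30 dose of BAM8-22 agonist; peak minus trough fluorescence over baseline measured at the second addition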
TRPC6 act = activators of mouse TRPC6 channel; Q61143; HEK293-TRPC6 membrane potential dye fluorescence; stronger effect = higher value; B-score at 10 µM; 310,000 compounds, 0.13% hits;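 active = B-score of the integrated fluorescence ratio above library mean plus 3 SD, and starting fluorescence ratio within library mean plus 5 SD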;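 also: higher score means more depolarization so channel activation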
MrgX1 agonist = agonists of human MrgX1 receptor; Q96LB2; MrgX1-HEK293 cells, Fluo-4 calcium fluorescence, agonist mode; stronger effect = higher value; B-score at 10 µM; 310,000 compounds, 0.44% hits;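 active = calcium response B-score plate-corrected fluorescence ratio at least 3 library SD, with starting fluorescence B-score inside 5 SD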
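Material: HEK293 cells stably expressing human MrgX1 receptor | Quantity: 15,000 cells per well | Times: Cells plated overnight, dye loaded 0.5 h 37 °C, 0.5 h room temperature | Measured by: Kinetic Fluo-4 NW fluorescence of intracellular calcium | Control set: Positive and negative controls per plate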
SKKanGAS inh = inhibitors of SKKanGAS S. pyogenes growth in kanamycin (SK-promoter or general growth effect). 300,000 compounds, 1.3% hits. BacTiter-Glo, 6 h. inhibition, % at 7.5 µM;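 active = mean replicate score, as percent of positive control median, at least 50; inconclusive = mean below 50 but one replicate at or above 50; inactive = mean and every replicate below 50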;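 also: strain carries kanamycin resistance gene driven by streptokinase promoter and grows in 40 µg/ml kanamycin; loss of luminescence reflects streptokinase promoter inhibition or plain growth inhibition; 0% = median of DMSO wells and 100% = positive control at its reference dose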
RGS4 pot = potentiators or activators of RGS4 | B-score at 10 µM | 310,000 compounds, 0.92% hits | HEK293 M3R/inducible RGS4, carbachol calcium flux Fluo4; stronger effect = lower value;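 active = B-score of the integrated calcium signal more than 4 SD below the library mean, with starting fluorescence not abnormally high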;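 also: negative B-score means reduced calcium response which marks RGS4 activation or potentiation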
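test system = HEK293 cells with stable M3R and inducible RGS4 | schedule = recording 10 s baseline at 1 Hz, 100 s post-agonist | technique = Fluo4-AM (2 µM) calcium-flux fluorescence, kinetic read | measure = Agonist-evoked peak-minus-minimum fluorescence over baseline, integrated ratio, B score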
MrgX1 antagonist = blocks BAM8-22 activation of human MrgX1 receptor; Q96LB2; MRGX1-HEK293 calcium flux, Fluo-4, BAM8-22 antagonism; stronger effect = lower value; B-score at 10 µM; 310,000 compounds, 1.3% hits;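 active = calcium-response B-score plate-corrected more than 3 library SD below zero, starting fluorescence within 5 deviations, no agonist response on first addition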;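 also: peak minus trough fluorescence over baseline after final BAM8-22 challenge near maximal dose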
HIF act = HIF pathway transcriptional activation; U2OS HRE-luciferase reporter, luminescence; normalized: DMSO 0%, desferrioxamine 100%; activation, % at 7.5 µM (by protocol); 300,000 compounds, 0.32% hits;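 active = mean activation of at least 10% of the iron chelator positive control signal, with at least half of replicates also reaching 10%; inconclusive = mean and replicate majority disagree about reaching 10%; inactive = mean and most replicates under 10%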
Platelet DG rel = platelet dense granule release activity. 300,000 compounds, 0.22% hits. inhibition, %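 (compounds screened at 7.5 µM in platelet-rich plasma)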. AID 1663. human platelet-rich plasma, SFLLRN dense granule ATP release, luminescence;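 active = mean replicate score, as percent of positive control, at or above 50; inconclusive = mean below 50 but at least one replicate at or above 50; inactive = mean and every replicate below 50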
RGS4 inh = inhibitors of human RGS4; P49798; HEK293 M3R/RGS4 inducible, Fluo-4 calcium flux; stronger effect = higher value; triggered by carbachol at its EC20; B-score at 10 µM; 310,000 compounds, 0.45% hits;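 active = B-score, a plate-corrected calcium signal, over three deviations above library mean, with baseline fluorescence within five deviations of library mean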;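 also: RGS4 expression induced by doxycycline in cells with stable M3 receptor; B-score is computed from the integrated fluorescence ratio over baseline after carbachol; higher B-score means a larger calcium signal and so more RGS4 inhibition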
TRPC4 block = blocks the mouse TRPC4 cation channel; 300,000 compounds, 0.39% hits; HEK293 TRPC4beta/mu-opioid, DAMGO-evoked Fluo4 calcium flux; stronger effect = lower value; B-score at 10 µM; Q9QUQ5;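 active = B-score over 3 SD under the library average, no early fluorescence shift, positive overall ratio signal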
Target sequence (Q9QUQ5 whole entry, looked up): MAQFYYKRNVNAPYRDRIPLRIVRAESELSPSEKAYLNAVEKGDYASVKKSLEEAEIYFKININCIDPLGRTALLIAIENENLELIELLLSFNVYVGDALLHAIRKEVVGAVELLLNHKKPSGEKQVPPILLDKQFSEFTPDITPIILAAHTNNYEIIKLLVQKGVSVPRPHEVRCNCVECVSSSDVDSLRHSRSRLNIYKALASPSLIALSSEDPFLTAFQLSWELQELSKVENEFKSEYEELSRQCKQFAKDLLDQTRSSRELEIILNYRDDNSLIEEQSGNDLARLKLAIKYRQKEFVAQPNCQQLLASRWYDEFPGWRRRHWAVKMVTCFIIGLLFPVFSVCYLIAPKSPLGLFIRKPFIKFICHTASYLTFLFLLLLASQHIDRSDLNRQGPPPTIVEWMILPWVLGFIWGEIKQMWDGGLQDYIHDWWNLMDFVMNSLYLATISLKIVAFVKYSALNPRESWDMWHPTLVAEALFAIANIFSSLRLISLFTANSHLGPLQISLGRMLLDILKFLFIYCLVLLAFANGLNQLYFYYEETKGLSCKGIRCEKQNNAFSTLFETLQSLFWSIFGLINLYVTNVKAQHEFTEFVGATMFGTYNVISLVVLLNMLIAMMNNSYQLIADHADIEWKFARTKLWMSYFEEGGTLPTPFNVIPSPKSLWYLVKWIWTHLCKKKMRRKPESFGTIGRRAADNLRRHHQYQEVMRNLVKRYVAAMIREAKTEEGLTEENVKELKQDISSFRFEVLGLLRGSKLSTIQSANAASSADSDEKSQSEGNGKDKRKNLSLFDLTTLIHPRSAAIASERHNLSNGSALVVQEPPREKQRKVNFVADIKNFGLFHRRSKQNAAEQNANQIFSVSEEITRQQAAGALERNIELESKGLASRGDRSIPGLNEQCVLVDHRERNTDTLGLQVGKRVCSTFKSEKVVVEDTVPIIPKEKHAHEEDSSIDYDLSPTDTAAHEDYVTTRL
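Assay system: HEK293 cells with stable TRPC4beta plus mu-opioid receptor expression. Dosing: single dose. Measured by: Fluo4 Ca2+ flux fluorescence. Also added: DAMGO in two steps, submaximal then maximal. Read-out: B score from integrated Fluo4 fluorescence ratio.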
An asterisk follows results filed as active; i = inactive; ? = inconclusive; . = no result given.

SMILES | TRPC6 inhibitor | MrgX1 allo act | TRPC6 act | MrgX1 agonist | SKKanGAS inh | RGS4 pot | MrgX1 antagonist | HIF act | Platelet DG rel | RGS4 inh | TRPC4 block
COc1cc(OC)nc(NC(=S)NC(=O)c2ccccc2)n1 | i | i | i | i | 10 | i | i | 1.0 | 1 | i | i
CC(C)c1ccc(NC(=O)CSc2nc3ccccc3nc2N2CCCC2)cc1 | i | i | i | i | 5 | i | i | 0.1 | 1 | i | i
O=C(Nc1ccccc1N1CCN(c2ccccc2)CC1)c1cccc(F)c1 | i | i | i | i | 15 | i | i | 0.1 | 9 | i | i
O=C(N1CCCC1)C12CC3CC(CC(C3)C1)C2 | i | i | i | i | 11 | i | i | 0.3 | -4 | i | i
CCOC(=O)c1oc2ccccc2c1CN1CC(C)OC(C)C1 (centres undefined) | i | i | i | i | 16 | i | i | 0.0 | 2 | i | i
COCCNCCCOc1ccc(Br)cc1Cl | i | i | i | i | 2 | i | i | 0.5 | 7 | i | i
O=C(Nc1cccc(F)c1)NC1CCCCC1 | i | i | i | i | 14 | i | i | 1.9 | -1 | i | i
Cc1cccc(NC(=O)c2ccc3c(c2)CCN3S(C)(=O)=O)c1 | i | i | i | i | -8 | i | i | 4.3 | 1 | i | i
Cc1ccc2nc(-c3cccc(Br)c3)cc(C(=O)NCC3CCCO3)c2c1 (centres undefined) | i | i | i | i | -3 | i | i | 0.7 | 1 | i | i
CC(C)Oc1ccccc1-c1nc(SCC(=O)O)n[nH]1 | i | i | i | i | 5 | i | i | -2.9 | -4 | i | i
Cc1ccc(Cl)cc1NC(=O)Cn1cc(C(F)(F)F)cc(Cl)c1=O | i | i | i | i | 5 | i | i | 0.4 | 23 | i | i
O=C(OCC(=O)N1CCCC1)c1ccco1 | i | i | i | i | 2 | i | i | -0.2 | -2 | i | i
CC(NC(=O)COC(=O)c1ccc2c(c1)S(=O)(=O)N=C1CCCCCN12)C12CC3CC(CC(C3)C1)C2 (centres undefined) | i | i | i | i | 9 | i | i | -0.2 | 5 | i | i
CCOC(=O)CNC(=O)c1ccc2c(c1)OCCO2 | i | i | i | i | 1 | i | i | 2.0 | 1 | i | i
COc1cc(Cl)c(NS(=O)(=O)c2cc3[nH]c(=O)c(=O)[nH]c3cc2C)c(OC)c1 | i | i | i | i | 2 | i | i | -0.1 | 3 | i | i
O=C(Nc1ccc2c(c1)OCO2)c1ccc(Br)c(S(=O)(=O)N2CCCC2)c1 | i | 14* | i | i | 0 | i | i | 2.7 | 1 | i | i
N/C(Cc1ccc(Cl)cc1Cl)=N\OC(=O)Cc1cccs1 | i | i | i | i | -1 | i | i | 0.3 | 0 | i | i
C/C=C(\C)C(=O)NCCN1C2=NC[C@@H](Cc3ccccc3)N2C[C@@H]1Cc1ccc(OC)cc1 | i | i | i | i | 2 | i | i | 0.1 | -4 | i | i
CCc1ccc(S(=O)(=O)NCCc2csc(C)n2)s1 | i | i | i | i | -5 | i | i | -0.4 | -17 | i | i
Nc1cc(-c2ccccc2)n2c(n1)nc1ccccc12 | i | i | i | i | 2 | i | i | 0.0 | -15 | i | i
CCc1ccccc1N(CC(=O)NCC1CCCO1)C(=O)CCC(=O)Nc1nccs1 (centres undefined) | i | i | i | i | 0 | i | i | -0.6 | 12 | i | i
Cc1ccc2nc(NC(=O)C3CCN(S(=O)(=O)c4cccnc4)CC3)sc2c1 | i | i | i | i | 14 | i | i | 0.2 | 12 | i | i
CC(C)(C)NS(=O)(=O)c1cccc2nsnc12 | i | i | i | i | 6 | i | i | -0.6 | -3 | i | i
COc1cccc(C(=O)COC(=O)c2ccc(NC(C)=O)cc2)c1 | i | i | i | i | -4 | i | i | -0.1 | 27 | i | i
O=C(CN1C(=O)NC(Cc2c[nH]c3ccccc23)C1=O)NCC(F)(F)F (centres undefined) | i | i | i | i | -3 | i | i | -0.8 | -1 | i | i

Continuation.
SMILES | TRPC6 inhibitor | MrgX1 allo act | TRPC6 act | MrgX1 agonist | SKKanGAS inh | RGS4 pot | MrgX1 antagonist | HIF act | Platelet DG rel | RGS4 inh | TRPC4 block
COc1ccc(C)cc1NC(=O)CN(c1ccc(C)cc1)S(C)(=O)=O | i | i | i | i | -1 | i | i | 0.1 | -3 | i | i
Cc1nn(CC(=O)NC(C)C)c(C)c1[N+](=O)[O-] | i | i | i | i | 6 | i | i | -0.1 | -1 | i | i
COc1ccc(N2CC(C(=O)N/N=C/c3ccccc3)CC2=O)cc1 (centres undefined) | i | i | i | i | . | i | i | -0.1 | -3 | i | i
CS(=O)(=O)N(CC(=O)N1CCc2ccccc2C1)c1cccc(Br)c1 | i | i | i | i | -4 | i | i | -0.2 | 0 | i | i
COc1ccc(NC(=O)c2csc(Cc3ccc(Cl)cc3)n2)cc1 | i | i | i | i | 19 | i | i | -0.1 | -8 | i | i
Cc1cc(C)c(C2=Nn3c(C)nnc3SC2C)cc1C (centres undefined) | i | i | i | i | 2 | i | i | 0.3 | -3 | i | i
CCOc1ccc(N2C(=O)CC(Sc3nc(O)c(CC)c(=O)[nH]3)C2=O)cc1 (centres undefined) | i | i | i | i | 0 | i | i | -2.3 | 2 | i | i
CCOc1ccc(CCNC(=O)Cn2ncn3nc(-c4ccc(OC)cc4)cc3c2=O)cc1OCC | i | i | i | i | 6 | i | i | 0.2 | 8 | i | i
Cc1cccc(NC(=O)CN2NS(=O)(=O)c3ccccc3C2=O)c1 | i | i | i | i | 0 | i | i | -0.4 | -3 | i | i
COc1ccc(NC(=O)C2CC(=O)N(c3cc(C)ccc3C)C2)cc1 (centres undefined) | i | i | i | i | -3 | i | i | 0.0 | 0 | i | i
O=C(/C=C/c1ccc[nH]1)c1ccccc1 | i | i | i | i | 12 | i | i | 0.6 | 6 | i | i
O=C(CCc1nc2ccccc2[nH]1)NC1CCCCC1 | i | i | i | i | 3 | i | i | 0.2 | 4 | i | i
Cc1ccc(C(=O)NCCc2sc(C)nc2C)cc1 | i | i | i | i | -5 | i | i | -0.2 | 10 | i | i
O=S(=O)(c1ccc(Cl)cc1)N1CCN(C2CCCCCC2)CC1 | i | i | i | i | -11 | i | i | -0.4 | -25 | i | i
CCOc1ccc(NC(=O)c2ccc(NC(=O)C3CCCO3)cc2)cc1 (centres undefined) | i | i | i | i | 11 | i | i | 0.4 | 3 | i | i
COCCN(C(=O)COC(=O)c1oc2ccc(OC)cc2c1C)c1c(N)n(Cc2ccccc2)c(=O)[nH]c1=O | i | i | i | i | -6 | i | i | 0.0 | 9 | i | i
COc1ccc(OCC(O)CN2CCNCC2)cc1 (centres undefined) | i | i | i | i | -2 | i | i | -8.5 | 6 | i | i
COc1cc(C2C(C#N)=C(N)OC3=C2C(=O)CC(C)(C)C3)cc2c1OCO2 (centres undefined) | i | i | i | i | -1 | i | i | 0.0 | -9 | i | i
CC(NC(=O)c1ccc(Cl)cc1)C1CC2CCC1C2 (centres undefined) | i | i | i | i | 5 | i | i | -0.8 | 1 | i | i
CCC(C(=O)OCC(=O)Nc1ccc(C(N)=O)cc1)c1ccccc1 (centres undefined) | i | i | i | i | -7 | i | i | -0.2 | 3 | i | i
CS(=O)(=O)N(CC(=O)Nc1ccccc1-c1ccccc1)c1cccc(F)c1 | i | i | i | i | 0 | i | i | . | 4 | i | i
NS(=O)(=O)c1ccc(NC(=O)c2ccc3c(c2)CCCC3)cc1 | i | i | i | i | -2 | i | i | 0.8 | -9 | i | i
C[C@]12C=CC(=O)C=C1CC[C@@H]1[C@@H]2C(=O)C[C@@]2(C)[C@H]1CC[C@]2(O)C(=O)COC(=O)CCC(=O)O | i | i | i | i | 6 | i | i | 1.2 | 0 | i | i
Cc1ccc(NC(=O)COC(=O)c2ccc3c(c2)C(=O)N(CCc2ccccc2)C3=O)c(C)c1 | i | i | i | i | -4 | i | i | 0.0 | -5 | i | i
COC(=O)c1ccc(NC(=O)c2cccc(N3C(=O)C4C5C=CC(C6CC56)C4C3=O)c2)cc1 (centres undefined) | i | i | i | i | 5 | i | i | -0.3 | 0 | i | i

Remaining list, next part
SMILES | TRPC6 inhibitor | MrgX1 allo act | TRPC6 act | MrgX1 agonist | SKKanGAS inh | RGS4 pot | MrgX1 antagonist | HIF act | Platelet DG rel | RGS4 inh | TRPC4 block
O=C(NCCc1ccccc1)C(=O)NCC1OCCN1S(=O)(=O)c1ccc([N+](=O)[O-])cc1 (centres undefined) | i | i | i | i | 1 | i | i | -0.2 | 9 | i | i
CC(C)CC(NC(=O)c1ccc(C#CC(C)(C)O)s1)C(=O)O (centres undefined) | i | i | i | i | 1 | i | i | -0.1 | 1 | i | i
O=S(=O)(NCC1CCCO1)c1ccc(Br)s1 (centres undefined) | i | i | i | i | 4 | i | i | 0.8 | 9 | i | i
Cc1nc2cc(NC(=O)c3ccc([N+](=O)[O-])s3)ccc2s1 | i | i | i | i | 16 | i | i | -3.2 | 8 | i | i
COc1ccc(C2=CC(=O)CC(c3ccccc3)C2)cc1 (centres undefined) | i | i | i | i | 0 | i | i | 0.4 | 1 | i | i
CC1CCN(S(=O)(=O)c2cccc(C(=O)NCc3ccco3)c2)CC1 | i | i | i | i | 3 | i | i | 0.1 | 4 | i | i
Cc1cc(SCC(=O)c2ccccc2)n2nc(C)nc2n1 | i | i | i | i | -1 | -9* | i | 2.3 | -1 | i | i
COc1ccccc1-n1c(-c2cn(C)nc2C)n[nH]c1=S | i | i | i | i | -8 | i | i | -0.6 | -26 | i | i
O=C(Cc1ccccc1)Nc1cc(Cl)ccc1Sc1ccccc1 | i | i | i | i | 6 | i | i | 0.7 | -3 | i | i
NS(=O)(=O)c1ccc(CCNC(=O)CN2CCN(c3ccc(F)cc3)CC2)cc1 | i | i | i | i | -3 | i | i | 0.3 | 0 | i | i
CC(NS(=O)(=O)/C=C/c1ccccc1)C(=O)O (centres undefined) | i | 10* | i | i | ? | i | i | -0.1 | 2 | i | i
